Neddylation inh: inhibitors of human cullin neddylation | P61081+Q13564 | TR-FRET cullin neddylation, biochemical | calls only at 25 µM | hit rate 0.58% among 360,000 | AID 651699; in the data active = inhibition above about 36%
SKN-1 inh: C. elegans SKN-1 inhibition; hit rate 0.49% among 360,000; AID 624304; inhibition, % at 21.8 µM; C. elegans VP596 Pgst-4::GFP/RFP ratio, acrylamide-induced, 24 h;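 active = interference check ratio from 0.5 to 1.5 plus GFP to RFP signal ratio inhibition reaching or exceeding a fixed threshold, cut at about 30% in these data, passing the limit was not always enough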; also: some compounds called inactive have numbers as strong as hits
CSN deneddyl inh: blocks human CSN-mediated cullin deneddylation | Q92905 | Purified CSN, SCF-Nedd8-OG deneddylation, fluorescence polarization | inhibition, % at 12.5 µM | hit rate 0.38% among 360,000;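 active = pattern-corrected inhibition above about 35%, with an unprinted fluorescence ratio check between 0.5 and 1.5, limit read from the data, passing the limit was not always enough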;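 also: 0% = enzyme with substrate and 100% = substrate without enzyme; some results filed as inactive read as strong as hits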
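Assay system: Purified human Csn5 enzyme expressed in HEK293T cells | Amount: Enzyme 0.24 nM | Measured by: Fluorescence polarization readout | Medium: Tris/NaCl/DTT buffer, pH 7.5 | Compound dosing: One concentration, 12.5 µM, 0.25% DMSO | Times: 90 min incubation of compound, enzyme and substrate at room temperature | Control set: no-enzyme wells high, enzyme-with-substrate wells low | Read-out: % inhibition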
NadD block: inhibitors of Staphylococcus aureus NadD. inhibition, % at 20 µM. purified NadD enzyme, colorimetric absorbance read-out. hit rate 0.78% among 360,000; in the data active = inhibition above about 26%; also: some compounds past the cut are filed as inactive
PABP1 MLLE inh: inhibitors of microRNA-mediated deadenylation, human PABP1 MLLE binding. inhibition, % at 20 µM. hit rate 0.36% among 360,000. AID 588489. GST-MLLE / FITC-PAM2 fluorescence polarization. P11940; in the data active = inhibition above about 35%, passing the limit was not always enough;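 also: plate controls were DMSO wells with GST-MLLE for no effect and wells lacking GST-MLLE protein for full effect; some results filed as inactive read as strong as hits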
Rpn11 inh: blocks the human proteasome subunit Rpn11 | O00487 | human 26S proteasome, Ub4-pepOG fluorescence polarization; 20S core pre-blocked with epoxomicin | calls only at 20 µM | hit rate 0.59% among 360,000;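 active = inhibition at 20 µM, scaled to each plate's controls, above about 33%, limit read from the data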
FAS TE block: inhibitors of human fatty acid synthase thioesterase domain; hit rate 0.67% among 360,000; recombinant FAS-TE, OMFH fluorogenic substrate, fluorescence endpoint; inhibition, % at 15 µM; P49327; AID 602261;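 active = compounds whose normalised, plate-corrected inhibition of enzyme fluorescence in the single-dose primary screen is 50% or more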;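 also: 0% = DMSO with enzyme and 100% = substrate without enzyme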
Target sequence (P49327 whole entry, looked up, the tested form may be a part): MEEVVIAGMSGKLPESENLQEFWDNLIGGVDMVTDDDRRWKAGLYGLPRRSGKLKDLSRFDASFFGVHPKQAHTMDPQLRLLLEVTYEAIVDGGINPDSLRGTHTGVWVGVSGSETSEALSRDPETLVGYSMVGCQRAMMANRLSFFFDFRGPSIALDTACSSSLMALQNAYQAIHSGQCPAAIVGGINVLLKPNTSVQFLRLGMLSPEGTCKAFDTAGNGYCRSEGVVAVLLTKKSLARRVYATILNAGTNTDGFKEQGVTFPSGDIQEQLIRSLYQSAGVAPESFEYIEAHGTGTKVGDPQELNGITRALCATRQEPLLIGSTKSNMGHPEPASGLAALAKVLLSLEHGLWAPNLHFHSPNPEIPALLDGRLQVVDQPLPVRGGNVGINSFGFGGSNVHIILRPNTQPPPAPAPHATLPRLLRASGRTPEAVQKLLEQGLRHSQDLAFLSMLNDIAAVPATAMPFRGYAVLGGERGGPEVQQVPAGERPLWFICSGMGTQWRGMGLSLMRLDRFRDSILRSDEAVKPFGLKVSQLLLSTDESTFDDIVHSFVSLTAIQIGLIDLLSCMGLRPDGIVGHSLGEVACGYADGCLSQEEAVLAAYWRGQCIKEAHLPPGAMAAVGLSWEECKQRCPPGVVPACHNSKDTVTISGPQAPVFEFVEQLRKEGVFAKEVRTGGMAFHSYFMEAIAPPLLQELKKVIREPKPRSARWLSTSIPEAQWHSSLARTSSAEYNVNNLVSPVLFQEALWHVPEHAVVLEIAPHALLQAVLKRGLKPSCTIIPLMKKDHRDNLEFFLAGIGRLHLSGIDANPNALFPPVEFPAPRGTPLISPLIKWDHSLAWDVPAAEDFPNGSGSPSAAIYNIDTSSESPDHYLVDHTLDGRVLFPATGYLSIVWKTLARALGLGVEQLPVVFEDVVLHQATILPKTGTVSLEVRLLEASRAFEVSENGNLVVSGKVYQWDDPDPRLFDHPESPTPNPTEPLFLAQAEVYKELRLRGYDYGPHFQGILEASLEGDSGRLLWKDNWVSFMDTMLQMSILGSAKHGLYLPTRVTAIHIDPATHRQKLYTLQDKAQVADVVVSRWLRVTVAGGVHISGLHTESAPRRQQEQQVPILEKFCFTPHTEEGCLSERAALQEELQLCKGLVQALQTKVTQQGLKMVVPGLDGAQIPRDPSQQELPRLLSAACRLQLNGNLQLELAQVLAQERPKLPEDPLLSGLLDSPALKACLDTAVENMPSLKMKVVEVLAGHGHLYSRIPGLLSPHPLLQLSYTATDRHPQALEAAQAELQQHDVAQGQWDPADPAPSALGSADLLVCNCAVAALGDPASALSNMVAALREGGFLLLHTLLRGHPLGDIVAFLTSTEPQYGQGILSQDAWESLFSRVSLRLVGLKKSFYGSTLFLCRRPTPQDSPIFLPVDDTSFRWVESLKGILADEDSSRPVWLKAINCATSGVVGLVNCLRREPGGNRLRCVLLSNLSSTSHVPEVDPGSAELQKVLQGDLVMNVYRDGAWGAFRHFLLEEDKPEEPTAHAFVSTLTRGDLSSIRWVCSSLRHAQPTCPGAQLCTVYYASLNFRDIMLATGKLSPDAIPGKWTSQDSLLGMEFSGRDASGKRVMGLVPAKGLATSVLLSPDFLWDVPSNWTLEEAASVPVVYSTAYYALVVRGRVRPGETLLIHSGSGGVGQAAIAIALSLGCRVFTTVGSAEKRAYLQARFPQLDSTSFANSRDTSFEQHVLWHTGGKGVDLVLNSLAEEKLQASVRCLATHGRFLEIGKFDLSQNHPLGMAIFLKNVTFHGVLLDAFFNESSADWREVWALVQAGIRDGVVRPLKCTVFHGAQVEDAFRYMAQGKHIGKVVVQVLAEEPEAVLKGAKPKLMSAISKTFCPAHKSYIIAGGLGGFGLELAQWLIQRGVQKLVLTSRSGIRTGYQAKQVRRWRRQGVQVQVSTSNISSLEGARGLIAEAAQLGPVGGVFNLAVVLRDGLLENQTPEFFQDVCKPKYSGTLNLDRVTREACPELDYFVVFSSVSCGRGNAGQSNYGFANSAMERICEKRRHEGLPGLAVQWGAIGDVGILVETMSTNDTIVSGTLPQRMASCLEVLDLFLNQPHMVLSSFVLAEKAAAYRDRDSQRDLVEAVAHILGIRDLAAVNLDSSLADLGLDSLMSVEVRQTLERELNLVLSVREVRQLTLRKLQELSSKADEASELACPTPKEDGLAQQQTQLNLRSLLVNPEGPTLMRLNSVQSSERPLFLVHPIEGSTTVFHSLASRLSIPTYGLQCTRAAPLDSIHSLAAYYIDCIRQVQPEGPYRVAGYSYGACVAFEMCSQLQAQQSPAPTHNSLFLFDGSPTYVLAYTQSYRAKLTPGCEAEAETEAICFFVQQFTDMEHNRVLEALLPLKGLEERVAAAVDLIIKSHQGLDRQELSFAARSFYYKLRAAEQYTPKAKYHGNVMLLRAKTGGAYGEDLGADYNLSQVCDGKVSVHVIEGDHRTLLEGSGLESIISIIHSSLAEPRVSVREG
MT1-MMP act inh: MT1-MMP (human) activation inhibition | GFP/RFP ratio change, % at 20 µM | hit rate 0.061% among 360,000 | HT1080 RFP-PRO-GFP cells, GFP/RFP ratio fluorescence, overnight; percent of plate control window, DMSO zero | AID 651647;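 active = GFP/RFP ratio change of at least 30% with cell ATP level not reduced by more than half and red fluorescence within 50% of control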; also: strong numbers were not always called active
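Compound: 20 µM single dose, 1% DMSO / System: HT1080 RFP-PRO-GFP cells / Controls: DMSO and RFP-L50D-GFP cell wells / Read-out basis: GFP/RFP fluorescence ratio / Schedule: overnight compound exposure at 37 °C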
Rin1 Abl inh: blocks binding of human Rin1 to Abl | TR-FRET Rin1/Abl binding, biochemical | AID 588664 | P00519+Q13671 | hit rate 0.4% among 360,000 | inhibition, % at 7.35 µM; in the data active = inhibition above about 5%, passing the limit was not always enough
Starred values were filed as active, the others as inactive; i = inactive; . = no result given. Compounds as they come; about 3.9% have a hit in one of these screens.

SMILES	Neddylation inh	SKN-1 inh	CSN deneddyl inh	NadD block	PABP1 MLLE inh	Rpn11 inh	FAS TE block	MT1-MMP act inh	Rin1 Abl inh
CC(C(=O)NCc1cccnc1)c1ccc([N+](=O)[O-])cc1 (stereo not drawn)	i	9	-2	-5	-12	i	1	-5	-1
Fc1ccccc1CSc1nnnn1-c1ccc2c(c1)OCO2	i	14	6	-9	5	i	14	0	-1
Cc1ccccc1-n1c(SCC(N)=O)nc2sc(-c3ccccc3)cc2c1=O	i	15	1	-2	12	i	6	-4	-4
CCNC(=O)NC(=O)C(C)Sc1nc2ccccc2n1CC(C)C (stereo not drawn)	i	-24	4	-3	-95	i	1	0	0
O=C1c2ccccc2C(=O)N1/N=C/c1ccc(Oc2ccc([N+](=O)[O-])cn2)cc1	i	-1	-8	-4	-2	i	22	7	-3
CC1=C(C#N)C(NC(=O)c2ccc(C)cc2)(C(F)(F)F)C(=O)N1 (stereo not drawn)	i	11	4	-5	-3	i	-6	-1	-1
COc1ccc(CCNC(=O)c2cc3c(=O)n4ccccc4nc3n(C3CCCCC3)c2=N)cc1	i	-9	-4	7	-1	i	6	-1	-9
O=C(Cn1ncc(N2CCCC2)c(Br)c1=O)c1ccc(Cl)cc1	i	7	4	2	1	i	3	3	-1
Cc1cc(C)c(C)c(C(=O)CSc2nnc(-c3ccc4[nH]c(C)c(C)c4c3)o2)c1C	i	6	3	25	-139	i	25	1	-5
Nc1nc(SCC(=O)Nc2ccc(S(N)(=O)=O)cc2)n[nH]1	i	-9	-2	5	-6	i	-9	3	3
CC(C)C(=O)Nc1ccc(-c2csc(-c3ccccc3)n2)cc1	i	16	-1	-6	-16	i	2	5	0
O=C(NCc1ccco1)c1cc(S(=O)(=O)N2CCOCC2)c(Cl)cc1Cl	i	4	7	4	-7	i	-4	2	-5
CC(C)(c1ccccc1)c1ccc(OCCCNCCO)cc1	i	16	-6	-11	-5	i	-14	-8	3
O=C(/C=C/Nc1ccccc1C(=O)O)c1cccs1	i	11	3	-1	-2	i	-3	-9	-1
Fc1cc2[nH]c(=S)[nH]c2c(Br)c1N1CCSCC1	i	1	2	3	4	i	5	8	-3
Cc1ccc(C(=O)C[n+]2ccc3ccccc3c2)cc1	i	-2	-4	-1	2	i	-2	-3	2
Cc1cc(C)cc(N(C(=O)c2sc(C)nc2C)C(C(=O)NCc2ccco2)c2ccccc2)c1 (stereo not drawn)	i	-1	9	-2	-4	i	5	-8	0
O=C(Nc1ccc(Cl)cc1)[C@@H]1[C@@H]2C(=O)N(c3ccc(Cl)cc3)C(=O)[C@@H]2[C@H]2C=CC=NN21	i	19	1	37*	7	i	8	-2	7
Cc1ccccc1OCC(=O)NNC(=O)Nc1ccc(Cl)cc1	i	-18	-2	-4	0	i	-2	-5	3
COC(=O)CSc1nnc(CNc2ccc(OC)cc2)n1C	i	16	0	0	-11	i	-4	0	4
O=C(CCC1COc2ccccc2O1)NCc1ccco1 (stereo not drawn)	i	0	8	1	0	i	2	5	0
CCOc1ccccc1CNC(=O)c1nn(CC)cc1[N+](=O)[O-]	i	2	-3	-6	1	i	-7	-3	-2
CCn1cc(C(=O)OCC(=O)Nc2cccc(Cl)c2Cl)c(=O)c2ccc(C)nc21	i	4	-5	-2	-8	i	9	1	-1
CCOc1ccc(C(=O)NCCNC(=O)c2ccc(OCC)cc2)cc1	i	-2	2	-1	-1	i	-5	-2	-2
Cc1ccc(-c2cc(C(=O)NC3CCN(Cc4ccccc4)CC3)c3ccccc3n2)cc1	i	-2	0	-1	1	i	13	6	5
CC(=O)NC(=O)COC(=O)c1ccc2ncsc2c1	i	9	14	-3	-6	i	-8	1	3
CCCn1c(CN2CCN(C(=O)OCC)CC2)nc2c1c(=O)n(C)c(=O)n2C	i	-3	0	-5	2	i	-7	0	0
CCCCCCNC(=O)c1cn(CC)c2cc(N3CCN(C)CC3)c(F)cc2c1=O	.	-1	1	-13	8	i	-60	-2	2
CC(=O)Nc1ccc(NC(=O)CC2CCCC2)cc1	i	7	-7	9	-42	i	-1	2	-2
CCCn1c(CNc2ccccc2O)nc2ccccc21	i	10	6	0	0	i	-6	-4	-5

Rewritten in CSV form: entries from further up
SMILES,Neddylation inh,SKN-1 inh,CSN deneddyl inh,NadD block,PABP1 MLLE inh,Rpn11 inh,FAS TE block,MT1-MMP act inh,Rin1 Abl inh
CCOc1ccccc1CNC(=O)c1nn(CC)cc1[N+](=O)[O-],i,2,-3,-6,1,i,-7,-3,-2
CCOc1ccc(C(=O)NCCNC(=O)c2ccc(OCC)cc2)cc1,i,-2,2,-1,-1,i,-5,-2,-2

Remaining list, next part.
SMILES	Neddylation inh	SKN-1 inh	CSN deneddyl inh	NadD block	PABP1 MLLE inh	Rpn11 inh	FAS TE block	MT1-MMP act inh	Rin1 Abl inh
CCOC(=O)c1c(C)[nH]c(C)c1C(=O)COC(=O)/C=C/c1ccco1	i	2	-1	3	3	i	0	0	-1
S=C(NC1CCCC1)NN1CCOCC1	i	9	0	-1	-8	i	-8	-1	2
Cc1nn(C/C(C#N)=N\O)c(C)[n+]1N	i	-22	5	-3	19	i	-10	-6	3
CC1(C)CC(=O)C/C(=N\NC(=O)C2C3CCCCC32)C1 (stereo not drawn)	i	7	-1	5	-3	i	0	-1	-5
O=C(O)/C=C/C(=O)NNC(=O)c1ccc(Cl)cc1Cl	i	9	-8	5	13	i	3	1	7
COc1ccc(CC(=O)Nc2ccc(C(=O)NC(C)(C)C)cc2)cc1OC	i	-7	-3	-1	7	i	-1	3	6
COc1ccccc1C(C)NC(=O)CN(C)CC(=O)Nc1c(C)cccc1C (stereo not drawn)	i	8	0	10	-40	i	-7	4	4
CCN(CC)S(=O)(=O)c1cc(NC(=O)C2CSC3(C)CCC(=O)N23)ccc1C (stereo not drawn)	i	5	0	1	6	i	-7	5	-3
Cn1c(=O)c(=O)n(C)c2cc(S(=O)(=O)N3CCN(c4cccc(C(F)(F)F)c4)CC3)ccc21	i	10	-2	18	-1	i	-12	0	0
CCc1ccc(CN(C)CC(=O)Nc2ccc3c(c2)CCC3)cc1	i	17	-3	0	12	i	34	-5	4
CCN(CC)S(=O)(=O)c1ccc(NC(=O)CO/N=C(\N)c2ccccc2)cc1	i	-7	1	4	-1	i	0	-3	2
COC(=O)c1ccccc1NC(=S)N1CCOCC1	i	-13	1	-1	-5	i	-1	-1	-1
CN1C=CC2=C(C#N)C(N)C(C#N)(C#N)[C@H](c3ccccc3)[C@H]2C1 (stereo partly drawn)	i	-5	-11	-2	48*	i	-10	-152	-2
O=C(Cc1nnc(NC(=O)Nc2ccc(F)cc2)s1)NCc1ccccc1	i	12	3	3	3	i	-4	6	0
O=C1NC(c2cccc(Cl)c2)Nc2ccccc21 (stereo not drawn)	.	13	1	-2	8	i	-2	-1	-1
COc1ccc(N=CC2=C(O)c3ccccc3C2=O)c(OC)c1	i	-10	5	7	6	i	-2	4	-1
C/C(=N\NC(=O)COc1ccccc1)c1cccs1	i	2	-8	0	-8	i	-9	-2	0
COCCCNC(=O)CNC(=S)N(Cc1cc(OC)c(OC)c(OC)c1)C1CCCC1	i	20	0	0	-129	i	-7	-1	3
CCOc1ncccc1C(=O)Nc1cccc(Cl)c1Cl	i	16	6	-5	-6	i	-6	-1	0
CCOC(=O)Cc1csc(NC(=O)CSc2nc3sc(C(=O)O)c(C)c3c(=O)[nH]2)n1	i	5	1	4	2	i	-5	-3	8
O=C(COC(=O)c1cncc(Br)c1)NC1CC1	i	-9	-2	-2	7	i	-10	2	-5
CCN1C(=NCc2ccco2)N[C@@H](c2cccc(F)c2)C(C(=O)OC)=C1C	i	-10	2	5	-129	i	-10	-3	3
O=C(Cc1ccccc1F)Nc1ccc(Cl)nc1	i	-6	-2	-3	1	i	-8	3	-1
CC(C)(C)NC(=O)CSc1ncnc2c1cnn2-c1ccccc1	i	12	1	-5	1	i	43	2	-3
CC1NC(C)(C)Cc2c1ccc1ccccc21 (stereo not drawn)	i	1	6	-5	-12	i	-1	-8	-3
Cc1ccc(CNc2nc(N)c([N+](=O)[O-])c(Nc3cccc(F)c3)n2)cc1	i	22	4	1	-4	i	-1	5	1
CCC1CN(S(=O)(=O)c2ccc3c(c2)NC(=O)CC(=O)N3)c2cc(Cl)ccc2O1 (stereo not drawn)	i	68	2	0	-6	i	-27	-8	2
OCCNCc1ccc(OC2CCCC2)cc1	i	1	1	-5	13	i	-12	-3	-2
Cc1ccc(-c2nc(C3CCN(S(=O)(=O)c4ccc(C(F)(F)F)cc4)CC3)no2)cc1	i	-10	-2	1	0	i	12	1	-4
Cc1ccc(C(=O)NCC(=O)NCC(=O)OCC(=O)c2ccc([N+](=O)[O-])cc2)cc1	i	5	-4	5	2	i	-8	1	4

Part of the list above, reduced to MT1-MMP act inh:
Structure | MT1-MMP act inh
O=C(COC(=O)c1cncc(Br)c1)NC1CC1 | 2
CCN1C(=NCc2ccco2)N[C@@H](c2cccc(F)c2)C(C(=O)OC)=C1C | -3
O=C(Cc1ccccc1F)Nc1ccc(Cl)nc1 | 3
CC(C)(C)NC(=O)CSc1ncnc2c1cnn2-c1ccccc1 | 2

Further entries follow:
SMILES	Neddylation inh	SKN-1 inh	CSN deneddyl inh	NadD block	PABP1 MLLE inh	Rpn11 inh	FAS TE block	MT1-MMP act inh	Rin1 Abl inh
O=C1CSc2ccccc2N1Cc1ccccc1F	i	-19	0	-7	16	i	3	-8	2
Cc1[nH]c2ccc(Br)cc2c(=S)c1C/C=C/Cl	i	11	2	14	-18	i	0	-2	-34
Cc1ccc(NC(=O)COC(=O)C2CC2)c(Br)c1	i	-5	-5	-2	-2	i	-6	1	-3
CC1CC1C(=O)OCC(=O)NCc1ccc(Cl)cc1Cl (stereo not drawn)	i	-24	-1	-5	-10	i	4	5	-1
COc1ccc(C)cc1S(=O)(=O)NCCC1=CCCCC1	i	12	1	0	-11	i	10	6	-1
C=CCn1c(C(CCCC)CC(C)O)n[nH]c1=S (stereo not drawn)	i	7	-6	5	-26	i	-6	1	-4
Cc1ccc(NC(=O)CO/N=C(\N)c2nonc2N)cc1	i	-1	0	-1	9	i	-5	6	-3
NC(=NCCc1ccc(Cl)cc1)NS(=O)(=O)c1ccccc1	i	10	2	4	-6	i	1	1	-3
CC(=O)C1=C(O)C(=O)N(CCN2CCOCC2)C1c1ccccc1 (stereo not drawn)	i	6	0	5	17	i	-9	-3	3
CC(C(=O)NCC1CCCCC1)N1CCN(S(=O)(=O)/C=C/c2ccccc2)CC1 (stereo not drawn)	i	6	-1	-5	16	i	5	-2	-2

Quoted at random: three compounds from above, in no set order.
SMILES	Neddylation inh	SKN-1 inh	CSN deneddyl inh	NadD block	PABP1 MLLE inh	Rpn11 inh	FAS TE block	MT1-MMP act inh	Rin1 Abl inh
O=C(CCC1COc2ccccc2O1)NCc1ccco1 (stereo not drawn)	i	0	8	1	0	i	2	5	0
CCN1C(=NCc2ccco2)N[C@@H](c2cccc(F)c2)C(C(=O)OC)=C1C	i	-10	2	5	-129	i	-10	-3	3
O=C1CSc2ccccc2N1Cc1ccccc1F	i	-19	0	-7	16	i	3	-8	2
